High-throughput results deposited in PubChem BioAssay by National Center for Advancing Translational Sciences (NCATS).
KDM5B inh – blocks human KDM5B histone demethylase activity; KDM5B demethylase, FDH-coupled NADH fluorescence (FDH is formaldehyde dehydrogenase); Potency, µM (titrated, usually from 57.7 µM), for the others: at the top dose activity change, negative = inhibition, hits mostly inhibitors; hit rate 2.6% among 220,000; active = well fitted inhibition curve with a large enough effect; inconclusive = small, poorly fitted or top-dose-only effect; inactive = no such curve, though single readings can be large or run the other way; also: 0% is about no effect; nearly all actives have a fitted effect of over 70% in size
Target sequence (Q9UGL1 whole entry, looked up): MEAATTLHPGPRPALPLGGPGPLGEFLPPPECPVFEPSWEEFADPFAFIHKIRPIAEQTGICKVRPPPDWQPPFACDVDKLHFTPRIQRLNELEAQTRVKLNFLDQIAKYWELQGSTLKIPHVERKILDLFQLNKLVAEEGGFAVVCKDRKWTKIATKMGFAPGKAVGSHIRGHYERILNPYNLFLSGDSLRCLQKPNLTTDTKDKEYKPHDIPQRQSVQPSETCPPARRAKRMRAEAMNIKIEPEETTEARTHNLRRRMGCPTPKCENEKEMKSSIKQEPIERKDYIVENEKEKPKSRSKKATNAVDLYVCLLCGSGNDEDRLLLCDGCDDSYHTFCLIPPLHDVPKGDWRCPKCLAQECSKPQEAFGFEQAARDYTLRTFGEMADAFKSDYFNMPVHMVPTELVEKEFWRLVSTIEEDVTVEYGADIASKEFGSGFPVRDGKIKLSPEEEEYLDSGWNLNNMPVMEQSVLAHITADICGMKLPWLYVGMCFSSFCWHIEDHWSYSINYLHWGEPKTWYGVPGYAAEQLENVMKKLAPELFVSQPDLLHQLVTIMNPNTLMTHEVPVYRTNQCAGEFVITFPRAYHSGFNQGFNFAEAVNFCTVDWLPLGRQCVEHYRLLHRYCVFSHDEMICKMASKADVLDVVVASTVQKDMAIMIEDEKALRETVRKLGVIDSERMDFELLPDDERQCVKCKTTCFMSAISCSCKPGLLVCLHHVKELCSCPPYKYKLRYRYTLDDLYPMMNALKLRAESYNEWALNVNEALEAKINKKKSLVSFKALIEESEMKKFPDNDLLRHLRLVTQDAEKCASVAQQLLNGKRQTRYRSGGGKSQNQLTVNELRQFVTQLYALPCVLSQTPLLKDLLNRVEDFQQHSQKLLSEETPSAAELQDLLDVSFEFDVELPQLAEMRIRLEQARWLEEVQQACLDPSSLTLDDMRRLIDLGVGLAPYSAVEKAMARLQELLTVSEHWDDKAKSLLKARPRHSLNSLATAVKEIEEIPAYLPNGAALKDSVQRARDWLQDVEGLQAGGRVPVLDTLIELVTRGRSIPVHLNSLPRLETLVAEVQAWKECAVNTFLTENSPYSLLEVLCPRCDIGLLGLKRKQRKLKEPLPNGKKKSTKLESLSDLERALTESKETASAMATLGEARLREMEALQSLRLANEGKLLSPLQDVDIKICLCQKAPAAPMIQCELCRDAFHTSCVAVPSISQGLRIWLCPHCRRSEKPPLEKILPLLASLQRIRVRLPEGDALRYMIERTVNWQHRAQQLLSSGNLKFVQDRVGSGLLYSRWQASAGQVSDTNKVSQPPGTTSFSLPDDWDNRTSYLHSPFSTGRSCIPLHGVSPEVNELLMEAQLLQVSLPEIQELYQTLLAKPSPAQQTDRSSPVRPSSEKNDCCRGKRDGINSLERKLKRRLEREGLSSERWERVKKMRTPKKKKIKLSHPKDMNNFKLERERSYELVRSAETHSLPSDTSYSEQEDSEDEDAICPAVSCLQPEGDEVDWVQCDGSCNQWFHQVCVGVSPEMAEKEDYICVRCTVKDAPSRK
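qHTS format, multiple compound concentrations. Buffer 50 mM HEPES pH 7.5/0.01% Tween-20; 200 nM KDM5BΔAP final; 10 min compound preincubation; substrate-mix levels 12.5 µM peptide, 25 µM α-KG, 0.25 mM NAD⁺; 30 min RT; ΔRFU.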
The depositor's hits bear a star; & = joins results of further samples; [ ] = dose if it differs, or a comment. Potency is read from the fitted curve at half-maximal effect. Only part of the results is shown (hit frequency here may not be typical).

Preview (5 entries):
What do the screens show for `Cc1ccc(-c2cnc(CCC(=O)N3CCN(CC(=O)Nc4cccc(F)c4)CC3)o2)cc1`?
KDM5B inh: 13%

How did COCCOC1CCN(S(=O)(=O)c2ccccc2C)CC1 do in these assays?
KDM5B inh: -7%

How did CCc1ccc(OCC(O)Cn2c(NCCN(CC)CC)nc3c2c(=O)[nH]c(=O)n3C)cc1 (centres undefined) do in these assays?
KDM5B inh: 10%

Results for Cc1cc(C)c2oc(C(=O)N(Cc3cccs3)c3ccccn3)cc(=O)c2c1 ?
KDM5B inh: 5%

How did COc1ccc(Cl)cc1NC(=O)Cn1ccn2nc(-c3ccc(F)cc3)c(CO)c2c1=O do in these assays?
KDM5B inh: inconclusive

Results, repeating the preview:
What do the screens show for `Cc1ccc(-c2cnc(CCC(=O)N3CCN(CC(=O)Nc4cccc(F)c4)CC3)o2)cc1`?
KDM5B inh: 13%

How did COCCOC1CCN(S(=O)(=O)c2ccccc2C)CC1 do in these assays?
KDM5B inh: -7%

How did CCc1ccc(OCC(O)Cn2c(NCCN(CC)CC)nc3c2c(=O)[nH]c(=O)n3C)cc1 (centres undefined) do in these assays?
KDM5B inh: 10%

Results for Cc1cc(C)c2oc(C(=O)N(Cc3cccs3)c3ccccn3)cc(=O)c2c1 ?
KDM5B inh: 5%

How did COc1ccc(Cl)cc1NC(=O)Cn1ccn2nc(-c3ccc(F)cc3)c(CO)c2c1=O do in these assays?
KDM5B inh: inconclusive

Results for CCc1oc2ccccc2c1/C=C/C(=O)NC1CCCC1 ?
KDM5B inh: 5%

How did COc1ccccc1OCc1nc(C#N)c(NCc2ccc3c(c2)OCO3)o1 do in these assays?
KDM5B inh: -2%

How did CCOc1ccc(-c2nc(N)nc(C)c2-c2ccc(OC)c(OC)c2)c(O)c1 do in these assays?
KDM5B inh: 5%

Results for CCCCOCCCNC(=O)N[C@H](C(=O)O)C(C)CC (some centres undefined) ?
KDM5B inh: 26%&2%

How did CCC(=O)N1c2ccccc2CC1C(=O)NCCN1CCN(c2cccc(C)c2C)CC1 (centres undefined) do in these assays?
KDM5B inh: -12%

Results for O=C(NCCc1ccccc1F)c1ccncc1 ?
KDM5B inh: 0%

How did CC(C)OCCCn1c(SCC(=O)c2ccccc2)nc2c(sc3ccccc32)c1=O do in these assays?
KDM5B inh: 7%

Results for Cc1cccc(C(C)C)c1NC(=O)Cn1c(=O)oc2cc(S(=O)(=O)N3CCCC3)ccc21 ?
KDM5B inh: -6%

Results for CCCCn1nc(C(=O)Nc2ncc(C)s2)c2ccccc2c1=O ?
KDM5B inh: 6%

What do the screens show for `CC(=O)N1CC[C@H](c2nc3ncccc3[nH]2)C1`?
KDM5B inh: -29%[115 µM]

The closing 3 entries of the part above are carried over, then new ones follow.
Results for Cc1cccc(C(C)C)c1NC(=O)Cn1c(=O)oc2cc(S(=O)(=O)N3CCCC3)ccc21 ?
KDM5B inh: -6%

Results for CCCCn1nc(C(=O)Nc2ncc(C)s2)c2ccccc2c1=O ?
KDM5B inh: 6%

What do the screens show for `CC(=O)N1CC[C@H](c2nc3ncccc3[nH]2)C1`?
KDM5B inh: -29%[115 µM]

What do the screens show for `C[C@]1(CO)C2CC[C@@H](O)[C@@H](CC(=O)N3CCOCC3)[C@]2(C)CC[C@H]1OC(=O)Nc1ccccc1` (some centres undefined)?
KDM5B inh: 8%

How did O=c1c2cnc(N3CCCCC3)nc2ccn1-c1ccccc1F do in these assays?
KDM5B inh: -9%

How did CCOc1ccc(C(=O)Nc2c(C(=O)c3ccc(OC)cc3)oc3ccccc23)cc1 do in these assays?
KDM5B inh: 0%

Results for COc1ccc(-c2nn(-c3ccccc3)cc2C(=O)Nc2ccccc2OC)cc1 ?
KDM5B inh: inactive

Results for CCCc1cc(N2CCN(c3ccccc3F)CC2)n2cnnc2n1 ?
KDM5B inh: 7%

Results for CCOc1ccc(CC(=O)NNC(=S)NCCOC)cc1OCC ?
KDM5B inh: 15%

How did CCCC(=O)N1CC(=O)Nc2ccc(Cl)cc2C1c1ccccc1 (centres undefined) do in these assays?
KDM5B inh: -5%

What do the screens show for `COc1cc(C#N)ccc1OCCOc1ccccc1C(C)=O`?
KDM5B inh: 5%

What do the screens show for `COCCN1CC2(CCCN(C(=O)CNC(N)=O)C2)CCC1=O` (centres undefined)?
KDM5B inh: -4%

How did CCOC(=O)c1ccc(N2C(=O)C(O)(C(F)(F)F)C3=C2CC(C)(C)CC3=O)cc1 (centres undefined) do in these assays?
KDM5B inh: 0%

Results for Cc1nc2n(c1C(=O)Nc1cc(-c3ccc(F)cc3)[nH]n1)CCC(Nc1ccc(F)cc1)C2 (centres undefined) ?
KDM5B inh: inconclusive

Results for O=C(NCc1nnc2cc(-c3nc(C4CC4)no3)ccn12)c1cccc(Cl)c1 ?
KDM5B inh: 14µM*

Results for O=C(COC(=O)c1cnc2ccccc2n1)NC12CC3CC(CC(C3)C1)C2 ?
KDM5B inh: 0%

How did C(=Nc1ccccc1)c1ccc(-c2cccs2)s1 do in these assays?
KDM5B inh: inconclusive

Results for O=C([C@@H]1C[C@H](F)CN1C(=O)Nc1ccccc1)N1CCCCC1 ?
KDM5B inh: -3%

What do the screens show for `O=C(NCCSCc1cccs1)C1CCC1`?
KDM5B inh: -10%

How did Cc1ccc(NC2(c3nnnn3-c3cccc(C)c3)CCCC2)cc1 do in these assays?
KDM5B inh: -16%

What do the screens show for `CC(Oc1ccccc1)C(=O)N1CCC2(CC1)NC(=O)N(c1ccccc1Cl)N2` (centres undefined)?
KDM5B inh: -12%

How did CC(Oc1ccccc1)C(=O)N1CCC(n2cc(-c3nc(C4CC4)no3)nn2)C1 (centres undefined) do in these assays?
KDM5B inh: -15%

What do the screens show for `COc1ccccc1NC(=O)c1cc(C2CC2)nc2c1c(C)nn2-c1ccc(C)cc1`?
KDM5B inh: 15%

Results for CS(=O)(=O)NCCc1ccc(C(=O)CSc2ccc(F)cc2)s1 ?
KDM5B inh: -10%

Results for CCN(CC)c1ccc(NC(=O)Cn2c3ncccc3c(=O)n2-c2ccccc2)c(C)c1 ?
KDM5B inh: -20%

How did CC(C)C(=O)Nc1ccc(Br)c(Cl)c1 do in these assays?
KDM5B inh: 9%

What do the screens show for `Cc1cc(Cl)ccc1S(=O)(=O)N1C[C@@H](C(N)=O)[C@H](C2CCN(C)CC2)C1`?
KDM5B inh: -10%

Results for Cc1cc(C)cc(NC(=O)c2nc3ccccc3nc2N2CCN(C)CC2)c1 ?
KDM5B inh: 11%

How did N#Cc1nc(/C=C/c2ccccc2)oc1N1CCN(C(=O)c2ccco2)CC1 do in these assays?
KDM5B inh: inactive

What do the screens show for `COCc1nnc(NC(=O)C2c3ccccc3C(=O)N(CC(C)C)C23CCCCC3)s1` (centres undefined)?
KDM5B inh: 13%

What do the screens show for `CC(C)C1c2nccn2CCCN1C(=O)c1cnco1` (centres undefined)?
KDM5B inh: 7%

Results for CCNc1oc(-c2ccc(S(=O)(=O)N(CC)CC)cc2)nc1C#N ?
KDM5B inh: inactive

How did COc1cncc(CN2C[C@H]3[C@H](C2)[S+](=O)([O-])C(C)(C)C(=O)N3CC(C)C)c1 do in these assays?
KDM5B inh: -9%[86.2 µM]

How did CC(=O)c1ccc(NC(=O)C(c2ccccc2)c2ccccc2)cc1 do in these assays?
KDM5B inh: 7%

What do the screens show for `CCNc1ccc(-c2nc(-c3ccccn3)no2)cc1[N+](=O)[O-]`?
KDM5B inh: -9%

Results for COc1ccc(C)cc1NC(=O)C(C)Oc1ccc(C#N)cc1OC (centres undefined) ?
KDM5B inh: 7%

Results for COc1cc(OC)c(OC)cc1CNC(=O)c1cccc(S(=O)(=O)N2CCc3ccccc3C2)c1 ?
KDM5B inh: 14%

How did FC(F)(F)c1ccc(-c2noc(CN3CCCN(C4CCCCC4)CC3)n2)cc1 do in these assays?
KDM5B inh: -10%

How did COc1ccccc1NC(=O)CSc1nn2c(=O)c(C)nnc2s1 do in these assays?
KDM5B inh: -10%

Results for O=C(Nc1ccsc1)N[C@H]1C[C@H]2C(=O)NC[C@@H](CCC(=O)N3CCc4ccccc43)N2C1 ?
KDM5B inh: -21%

Results for CCCOc1ccccc1C(=O)Nc1ccc(OCCC)c2ncccc12 ?
KDM5B inh: -20%

What do the screens show for `Cc1cc(=O)oc2cc(OC(C)C(=O)NCc3cccnc3)ccc12` (centres undefined)?
KDM5B inh: inactive

Results for O=C(CNc1cccc(S(=O)(=O)N2CCCC2)c1)Nc1cccc(C(F)(F)F)c1 ?
KDM5B inh: -7%

What do the screens show for `Cc1cc(C)c(C(=O)COC(=O)c2cccc(C)c2C)c(C)c1`?
KDM5B inh: -22%

What do the screens show for `Cc1nc2c(c(=O)[nH]1)C(c1cc(F)cc(F)c1)CC(=O)N2` (centres undefined)?
KDM5B inh: 23%

What do the screens show for `COc1ccc(C2N=C(N)Nc3nc4ccccc4n32)c(OC)c1OC` (centres undefined)?
KDM5B inh: 12%

Results for O=C(CCC(=O)OCc1ccc(Br)cc1)Nc1ccc2c(c1)oc1ccccc12 ?
KDM5B inh: 19%

What do the screens show for `Cc1ccc2c(c1)N(C(=O)CCC(=O)NCc1cccc(F)c1)CC(C)O2` (centres undefined)?
KDM5B inh: -6%

How did CCC1CN(C(=O)Nc2ccc(C)c(F)c2)c2ccccc2S1 (centres undefined) do in these assays?
KDM5B inh: 10%

What do the screens show for `COC(=O)c1ccc(CSc2nc3c([nH]c4ccccc43)c(=O)n2-c2cc(C)cc(C)c2)o1`?
KDM5B inh: -13%

What do the screens show for `COCCC(=O)NCCC1CCN(C(=O)Nc2ccc(C)cc2)CC1`?
KDM5B inh: 18%

Results for Cc1ccc(CN2C(=O)OC(c3cccc(NC(=O)c4cccs4)c3)C2C(=O)NCC(C)C)cc1 (centres undefined) ?
KDM5B inh: inconclusive

Results for N#Cc1cccc(CN2CCC[C@H]2c2nc(-c3ccc(OC4CCCCC4)nc3)no2)c1 ?
KDM5B inh: -24%[86.2 µM]

What do the screens show for `Cc1ccccc1OC(=O)c1ccc(-c2ccccc2)cc1`?
KDM5B inh: 1%

How did Cc1nc2cccnc2n1-c1cccc(C(=O)NCCc2ccc(S(N)(=O)=O)cc2)c1 do in these assays?
KDM5B inh: 4%

Results for O=C(Cc1cccc(F)c1)N1CCC2(CCCCO2)CC1 ?
KDM5B inh: 6%

Results for O=C(Nc1ccc(Cl)cc1)Nc1nnc(COc2ccc(Cl)cc2)s1 ?
KDM5B inh: 5%

How did CN(C)C(=O)c1ccc2c(c1)N(C)C(CC(=O)NC(C)(C)c1ccccc1)CO2 (centres undefined) do in these assays?
KDM5B inh: -28%

How did COc1ccc(Cn2c(C3CCN(C(=O)c4ccc(F)cc4)CC3)n[nH]c2=O)cc1 do in these assays?
KDM5B inh: -10%

What do the screens show for `CCc1cccc(NC(=O)N2CCc3c(c4cc(F)ccc4n3C)C2)c1`?
KDM5B inh: 25µM*

What do the screens show for `CCOc1ccc(OCCC(=O)OCC(=O)NC2CCCC2)cc1`?
KDM5B inh: 23%

What do the screens show for `O=c1ccc2ccc(OCc3nc(-c4ccccc4)no3)cc2o1`?
KDM5B inh: -17%

How did CC(C)(C#N)/[N+]([O-])=C/c1ccc(Cl)cc1Cl do in these assays?
KDM5B inh: 11%

What do the screens show for `CCC[C@@H]1CN(Cc2cc(OC)c(SC)cc2OC)C[C@H]1NC(C)=O`?
KDM5B inh: -6%

Results for Brc1cc(Br)cc(CN2CCSCC2)c1 ?
KDM5B inh: 3%

Results for COc1ccc(NC(=O)C2CC(=O)N(Cc3ccccc3)C2)cc1S(=O)(=O)N1CCCCC1 (centres undefined) ?
KDM5B inh: 6%

Results for O=C1NCCCCCCN(C(=O)CCc2nc3ccccc3s2)[C@H]2CCC[C@@H]12 ?
KDM5B inh: -28%

Results for O=C(c1cc2ccccc2[nH]1)N1CCCC2(C1)NC(=O)N(Cc1ccccc1)C2=O (centres undefined) ?
KDM5B inh: 0%

What do the screens show for `CCn1ccc(C(=O)N2C[C@@H](Oc3cccnc3)C[C@H]2C(=O)NC)n1`?
KDM5B inh: -16%

How did O=C(c1ccccc1F)N1CCCC2(C1)C(=NC1CCCCC1)NC(=O)N2c1cc(F)cc(F)c1 (centres undefined) do in these assays?
KDM5B inh: 27%[115 µM]

Results for CCCCN1CC(c2nc3ccccc3n2CCCCOc2cccc(C)c2C)CC1=O (centres undefined) ?
KDM5B inh: inconclusive

Results for COc1cc(NS(=O)(=O)c2ccc(NC(=O)c3ccc(C(C)=O)cc3)cc2)nc(OC)n1 ?
KDM5B inh: inconclusive

Results for CN(C)C(=O)c1ccc2c(c1)N(C)C(CC(=O)Nc1ccc[nH]c1=O)CO2 (centres undefined) ?
KDM5B inh: -32%

How did CCOC(=O)c1c(NC(=O)c2ccoc2C)sc2c1CCCCC2 do in these assays?
KDM5B inh: -4%

Results for CCc1ccc(N2CN(Cc3ccco3)CNC2=S)cc1 ?
KDM5B inh: 22%

What do the screens show for `Fc1ccc(Sc2ncccc2Cl)cc1`?
KDM5B inh: 21%

Results for CCOc1ncccc1C(=O)N(C)Cc1nc(-c2ccccc2)no1 ?
KDM5B inh: 43%[activator]

Results for Cc1ccc(-c2cc(N3CCC(CNC(=O)c4cccc(N(C)C)c4)CC3)n[nH]2)cc1 ?
KDM5B inh: 28µM*

What do the screens show for `N#Cc1ccc(CN2CCC3(CC2)CC(=O)Nc2ccccc2O3)cc1`?
KDM5B inh: -2%

What do the screens show for `Cc1ccccc1OCC(=O)Nc1ccc(OCc2cc(=O)n3ccccc3n2)cc1`?
KDM5B inh: inconclusive

Results for Cc1ccc(N(CC(=O)Nc2ccc(Cl)cc2)S(=O)(=O)c2cccc3nonc23)cc1 ?
KDM5B inh: -23%

Results for O=C(c1ccccc1)N1CCC2(COc3ccncc3[S+](=O)([O-])N2)C1 (centres undefined) ?
KDM5B inh: 0%[115 µM]

How did CCNC(=O)[C@@H]1C[C@H](NC(=O)c2ccc[nH]2)CN1C(=O)CCn1cnnn1 do in these assays?
KDM5B inh: -14%
